Source: PubChem BioAssay
SNCA expr inhib: reduces expression of the alpha-synuclein gene; HEK-293 SNCA-luciferase knock-in, luminescence, 24 h; Potency, µM (titrated, usually from 57.2 µM), for the others: at the top dose activity change, negative = inhibition, hits mostly inhibitors; AID 1671194; 0.17% of 140,000 active;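 further: potency means the concentration at half of the fitted maximal effect; plate controls were DMSO cells for no effect and cell-free wells for full effect; nearly all actives have a fitted effect of over 45% in size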
3T3 cytotox: NIH 3T3 cell cytotoxicity; NIH 3T3 viability, CellTiter-Glo ATP luminescence, 48-72 h; Potency, µM (titrated, usually from 96.7 µM), without a hit: at the top dose activity change, negative = cytotoxicity, most hits filed as inhibitors; 4.3% of 94,000 active; AID 1345082; further: potency means the concentration at half of the fitted maximal effect; nearly all actives have a fitted effect of over 55% in size
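NIH 3T3 cells at 400 cells/well received 23 nL of compound by pintool and were incubated 48 or 72 h at 37 °C. Viability was read as ATP-coupled CellTiter-Glo luminescence.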
IP6K1 inhibitor: blocks human inositol hexakisphosphate kinase 1; Q92551; IP6K1 kinase, ADP-Glo luminescence, 2 h; hits give low values; activity change, % (series mostly up to about 58 µM); 0.81% of 140,000 active; in the data active means activity change below about -25%
Target sequence (Q92551 whole entry, looked up): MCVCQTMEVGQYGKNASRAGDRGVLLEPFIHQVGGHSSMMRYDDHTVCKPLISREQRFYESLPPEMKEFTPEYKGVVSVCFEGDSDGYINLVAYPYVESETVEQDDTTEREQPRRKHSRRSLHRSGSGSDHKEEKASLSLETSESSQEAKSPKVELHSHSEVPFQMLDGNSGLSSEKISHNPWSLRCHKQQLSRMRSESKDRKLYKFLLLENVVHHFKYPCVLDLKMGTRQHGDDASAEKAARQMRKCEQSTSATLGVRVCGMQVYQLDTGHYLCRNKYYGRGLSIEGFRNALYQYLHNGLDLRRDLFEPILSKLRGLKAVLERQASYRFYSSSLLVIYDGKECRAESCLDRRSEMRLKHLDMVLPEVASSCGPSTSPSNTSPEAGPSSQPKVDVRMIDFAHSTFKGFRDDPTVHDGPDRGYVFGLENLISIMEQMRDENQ
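ADP-Glo luminescence measures ADP made by human IP6K1 during a 2 h RT reaction with ATP/IP6 (mix at 1.3 mM/130 uM); top library doses 57.5 and 19.1 uM final.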
HEK293 viab: counter-screen for SNCA expression inhibitors: cell viability; HEK-293-SNCA-luc viability, GF-AFC fluorescence, 24 h; Potency, µM (highest dose often 57.1 µM), for inactives: at the top dose activity change, negative = cytotoxicity, hits mostly cytotoxic; 0.12% of 150,000 active; AID 1671193;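 further: potency means the concentration at half of the fitted maximal effect; 0% = DMSO-treated cells and -100% = medium-only wells without cells; nearly all actives have a fitted effect of over 30% in size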
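HEK-293-SNCA-luc cells (1500/well) plated 24 h, then exposed 24 h to a dilution series; GF-AFC added 30 min at 37C, fluorescence 405/540 nm; normalised to medium-only and DMSO wells, Hill fit.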
GPT2 inhibitor: blocks human glutamate pyruvate transaminase 2. Q8TD30. Recombinant GPT2, coupled pyruvate oxidase/HRP Amplex Red fluorescence. Potency, µM (series often up to 57.7 µM), for the others: at the top dose activity change, negative = inhibition, actives largely listed as inhibitors. 0.25% of 100,000 active; further: potency means the concentration at half of the fitted maximal effect; nearly all actives have a fitted effect of over 60% in size; many of its hits are not listed in these tables
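Inhibition is scored from Amplex Red fluorescence generated when pyruvate oxidase and HRP act on pyruvate released by GPT2. Reactions contain 10ng/uL enzyme, 250uM a-KG and 2mM L-alanine and run 30 min at room temperature.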
HEK293 tox: cytotoxic compounds in HEK 293 cells; HEK 293 viability, ATP luminescence (CellTiter-Glo), 48-72 h; Potency, µM (top dose mostly 115 µM), without a hit: top-dose activity change, negative = cytotoxicity, hits mostly inhibitors; 6.6% of 94,000 active; AID 1345083; further: potency means the concentration at half of the fitted maximal effect; nearly all actives have a fitted effect of over 60% in size
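HEK 293 seeded at 250 cells/well receive compound via pintool. After 48 or 72 hr at 37 degree Celsius, 5% CO2 and 95% humidity, CellTiter-Glo is dispensed and luminescence read following 10 min at room temperature.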
FLuc inh: Photinus pyralis luciferase inhibition; 2.5% of 76,000 active; P08659; purified P. pyralis luciferase, luminescence, biochemical; Potency, µM (series often up to 115 µM), for the others: top-dose activity change, negative = inhibition, actives largely listed as inhibitors; further: potency means the concentration at half of the fitted maximal effect; nearly all actives have a fitted effect of over 65% in size
Target sequence (P08659 whole entry, looked up): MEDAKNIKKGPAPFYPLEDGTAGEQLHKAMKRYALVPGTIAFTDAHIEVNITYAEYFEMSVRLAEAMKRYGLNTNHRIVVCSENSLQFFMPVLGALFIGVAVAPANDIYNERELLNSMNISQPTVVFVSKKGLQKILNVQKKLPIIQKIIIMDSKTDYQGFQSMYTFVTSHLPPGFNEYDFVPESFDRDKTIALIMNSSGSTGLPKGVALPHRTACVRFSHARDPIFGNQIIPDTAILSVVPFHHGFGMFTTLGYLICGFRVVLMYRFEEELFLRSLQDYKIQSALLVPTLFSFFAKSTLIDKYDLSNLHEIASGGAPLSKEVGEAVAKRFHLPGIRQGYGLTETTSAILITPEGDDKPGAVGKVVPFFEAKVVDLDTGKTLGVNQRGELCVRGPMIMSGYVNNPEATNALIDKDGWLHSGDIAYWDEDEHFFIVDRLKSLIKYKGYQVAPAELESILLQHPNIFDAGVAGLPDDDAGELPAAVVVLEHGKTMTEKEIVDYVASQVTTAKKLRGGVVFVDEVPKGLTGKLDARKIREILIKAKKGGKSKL
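Purified 10nM P. pyralis luciferase with 10uM D-luciferin and 10uM ATP in 50mM Tris acetate pH 7.5, 10mM Mg acetate, 0.01% Tween-20, 0.05% BSA. qHTS titration; luminescence read by CCD imager.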
* hit, by the source's call; i = inactive; ? = inconclusive; · = not tested or not shown; [ ] = remark or other dose. Unless noted, the call rests on the fitted dose curve; in most records, active means well fitted curve in the direction sought with a large enough effect; inconclusive means small, poorly fitted or top-dose-only effect, or another doubt; inactive means no such curve, though single readings can be large; an effect the other way counts as inactive or inconclusive. Unless noted, on the % scale 0 is the no-effect control and ±100 the full control effect.

SMILES	SNCA expr inhib	3T3 cytotox	IP6K1 inhibitor	HEK293 viab	GPT2 inhibitor	HEK293 tox	FLuc inh
COc1ccccc1C(=O)N1CCC(c2n[nH]c(=O)n2Cc2ccc(F)cc2)CC1	-1%	-7%	-2	-3%	-8%	-4%	-2%
CC(=O)[C@H]1CC[C@H]2[C@@H]3CC=C4C[C@@H](O)CC[C@]4(C)[C@H]3CC[C@]12C	-7%	·	-6	-1%	3%	·	·
NC(=O)c1ccc(OC2CCN(C(=O)c3ccccc3Cl)CC2)nc1	5%	2%	-4	7%	i	-10%	7%
COc1cc(CNC(=O)[C@@H]2COCC(=O)N2Cc2ccc(C)cc2)cc(OC)c1	11%	-25%	-16	10%	i	-6%	·
Cc1ccc(-c2cc(C(=O)OCC(=O)c3ccccc3)c3cccc(Cl)c3n2)cc1	22%	·	-11	-10%	·	·	·
CC(C)Oc1cccc(-c2nnc(CCC(=O)N3CCC(Cc4ccccc4)CC3)c(=O)[nH]2)c1	-27%	?	13	-17%	?	?	-6%
CCOc1ccc(CNC(=O)C2CCCN(S(=O)(=O)c3ccc4c(ccn4C)c3)C2)cc1 (stereo not given)	?	·	4	-7%	·	·	·
CC(=O)N1CCC([C@@H]2CN(Cc3ccc(F)cc3Cl)C[C@H]2CO)CC1	1%	-5%	9	0%[12.5 µM]	i	-18%	3%
CCC(=O)N1CCc2cc(S(=O)(=O)NC(Cc3ccccc3)C(=O)Nc3ccc(Cl)cc3)ccc21 (stereo not given)	-27%	·	12	5%	·	·	·
O=C(Cn1cnc2nc3c(cc2c1=O)CCCC3)N1CCN(c2cccc(C(F)(F)F)c2)CC1	-22%	·	13	2%	·	·	·
Cc1cccc(NC(=O)CSC2=Nc3ccccc3C3=NC(CC(=O)NCc4cccs4)C(=O)N23)c1 (stereo not given)	1%	·	-13	?	·	·	·
O=c1n(-c2ccc(C(F)(F)F)cc2)nc2n1CCN(Cc1ccsc1)C2	42%[activator]	?	8	-10%	?	50µM*	·
COc1cc2c(cc1OC)n(CC(=O)Nc1ccccc1)c(=O)n1nc(-c3ccccc3)nc21	-14%	·	-3	1%	·	·	·
Cc1cc(N2CCN(Cc3cc4n(n3)CCNC4)CC2)n2ncnc2n1	-12%	i	-7	3%	-3%	-3%	6%
Cc1cccc2nc(C(=O)N(C)C3CCCN(CCc4ccccc4)C3)cn12 (stereo not given)	1%	-12%	10	1%	-9%	?	1%
CCOC(=O)c1c(SCC(=O)Nc2cc(Cl)cc(Cl)c2)nc(=O)[nH]c1C	9%	·	-7	3%	·	·	·
CCCS(=O)(=O)N1CCCC(C(=O)NCCOC)C1 (stereo not given)	-18%	·	-3	1%	·	·	·
O=C(CCn1c(=O)c2sccc2n(Cc2ccc(F)cc2)c1=O)NCc1ccc2c(c1)OCO2	-7%	·	3	-1%	·	·	·
COc1ccc(C(=O)N2CCC(N3C(=O)C(OC)C34CCOCC4)CC2)cn1 (stereo not given)	-5%	-27%	-8	6%	i	-10%	-8%
COc1cccc(N2C(=O)NC(=NC3CCCCC3)C23CCN([S+](C)(=O)[O-])C3)c1 (stereo not given)	-2%	-21%	-11	-11%	i	-2%	-9%
CC(C)n1ccnc1C1CCCN(Cc2cscn2)C1 (stereo not given)	-9%	i	-25	-5%	-1%	i	4%
CN(Cc1cncs1)C1CCc2ccccc21 (stereo not given)	29%[87.6 µM]	?	-5	10%[87.6 µM]	i	-10%[172 µM]	-2%[172 µM]
CC(C)NC[C@@H](O)c1ccc(O)c(O)c1	1%	·	·	-17%	?	·	·
COc1cc(-c2nc3nc(C)cc(C)n3c2Nc2ccc(Cl)cc2)ccc1O	31%	·	-7	-4%	·	·	·
FC(F)(F)c1cccc(-c2nccn3c(C4CN(Cc5ccc6cn[nH]c6c5)C4)ncc23)c1	-3%	40µM*	-9	?	4%	45µM*	-24%
Cc1ccc2nc(CO[C@H]3CN(C(=O)C4CC4)C[C@H]3F)[nH]c2c1	108%[activator][87.6 µM]	-16%[138 µM]	-9	2%[87.6 µM]	?	-8%[172 µM]	28µM*
CC(C)c1c(NC(=O)Nc2ccc(Cl)cc2)c(=O)n(-c2ccccc2)n1C	·	·	0	-18%	-14%	·	·
COc1ccc(-c2cc(C(F)(F)F)n3nc(C(=O)Nc4cccc(C(F)(F)F)c4)c(Br)c3n2)cc1	0%	·	-2	8%	·	·	·
O=S(=O)(NCC1Cn2cccc2CN1Cc1ccccc1)c1ccccc1 (stereo not given)	34%[activator]	?	0	5%	i	-29%	·
CN(Cc1ccccc1)Cc1cn([C@H]2CO[C@H]3[C@@H]2OC[C@@H]3NCC2CCCCC2)nn1	?	?	0	-26%[87.6 µM]	?	?	-4%[172 µM]

Complete entries from above. Order of screens: SNCA expr inhib | 3T3 cytotox | IP6K1 inhibitor | HEK293 viab | GPT2 inhibitor | HEK293 tox | FLuc inh
Record of COc1cc(CNC(=O)[C@@H]2COCC(=O)N2Cc2ccc(C)cc2)cc(OC)c1 → 11% | -25% | -16 | 10% | i | -6% | ·
Record of Cc1cc(N2CCN(Cc3cc4n(n3)CCNC4)CC2)n2ncnc2n1 → -12% | i | -7 | 3% | -3% | -3% | 6%
Record of COc1ccc(C(=O)N2CCC(N3C(=O)C(OC)C34CCOCC4)CC2)cn1 (stereo not given) → -5% | -27% | -8 | 6% | i | -10% | -8%
Record of CC(C)n1ccnc1C1CCCN(Cc2cscn2)C1 (stereo not given) → -9% | i | -25 | -5% | -1% | i | 4%
Record of O=C(Cn1cnc2nc3c(cc2c1=O)CCCC3)N1CCN(c2cccc(C(F)(F)F)c2)CC1 → -22% | · | 13 | 2% | · | · | ·

(list continues)
SMILES	SNCA expr inhib	3T3 cytotox	IP6K1 inhibitor	HEK293 viab	GPT2 inhibitor	HEK293 tox	FLuc inh
O=C(c1cccc(F)c1)N1CCCC(Nc2ccc(F)cc2)C1 (stereo not given)	20%	-10%	12	7%	i	-11%	11%
O=C(CC1CCCCC1)N1CCN(C2CCN(CCc3ccccc3)C2=O)CC1 (stereo not given)	7%	-19%	20	2%	i	?	-4%
COc1ccc(-c2noc(CC3CCN(C(=O)c4ccc(OC)cc4OC)CC3)n2)cc1	-29%	?	3	-6%	2%	?	-7%
CCOc1ccccc1NC(=O)CN1C(=O)C(c2ccccc2)=NC12CCCCC2	-19%	0%	7	-12%[12.5 µM]	i	0%	-8%
COc1ccc(NC(=O)CSC2=Nc3ccccc3C3=NC(CCC(=O)NCc4cccs4)C(=O)N23)cc1 (stereo not given)	-10%	·	-13	-18%	·	·	·
COc1ccccc1C(=O)NCc1nnc2ccc(-c3ccc(C)cc3)nn12	-9%	?	-2	?	i	?	-3%
CC(C)c1noc(-c2ccn3c(CNC(=O)c4ccco4)nnc3c2)n1	-19%	-14%	3	-20%	i	?	9%
CS(=O)(=O)N1C[C@@H]2OCC(=O)N(Cc3cccnc3)[C@@H]2C1	3%[87.6 µM]	4%[174 µM]	-2	6%[87.6 µM]	1%[88.5 µM]	-2%[172 µM]	-3%[172 µM]
Cc1cccc(-n2c(=O)c3c(cc(C)n3C)n(CC(=O)Nc3ccccc3F)c2=O)c1	-14%	-20%	15	?	i	?	2%
Cc1ccc(CN2C[C@@H]3C(=O)N(C)C(=O)[C@@H]3C2)cc1C	4%	-5%	9	-11%	i	3%	0%
N#Cc1ccccc1S(=O)(=O)N[C@H]1CO[C@H]2[C@@H]1OC[C@@H]2n1nnnc1Oc1ccccc1	8%	-21%	1	2%	i	?	-8%
Cc1noc(C)c1CC(=O)N1[C@@H]2CC[C@H]1CC(NC(=O)c1ccncc1)C2 (stereo not given in full)	2%	-2%	16	4%	i	3%	4%
CCc1ccc(NC(=O)c2ccc3c(c2)N(C)C2CCCCN2C3=O)cc1 (stereo not given)	191%[activator]	?	14	5%[12.5 µM]	-5%	?	14µM*
CCc1ccc(C(=O)c2cn(CC(=O)Nc3ccc(F)cc3)c3cc4c(cc3c2=O)OCO4)cc1	-3%	·	20	-12%	·	·	·
CCCc1cc(=O)n2[nH]c(-c3ccc(C)cc3)nc2n1	69%[activator]	·	38	-5%	·	·	·
Cc1ccc(-n2c(=O)c3cccnc3n2CC(=O)NCc2ccc(F)cc2)cc1C	-4%	·	-1	-15%	·	·	·
C[C@@H]1CCC2C(C)(C)[C@H](O)CC[C@]2(C)[C@@]12Cc1c(O)cc3c(c1O2)CN(CCO)C3=O (stereo not given in full)	·	·	-2	-13%[23.9 µM]	1%[27.3 µM]	·	·
O=C1NCN(Cc2ccc(Cl)cc2)C12CCN(Cc1ccccc1C(F)(F)F)CC2	8%	i	-3	14%	i	1%	-1%
CCCOCCCNC(=O)c1c(C)noc1-c1ccc(C(C)(C)C)cc1	-27%	?	3	4%	?	35µM*	-8%
Cc1nn(-c2ccccc2)c2c1C(C1CC1)N(C1CCCN(C(=O)c3ccccc3)C1)C2=O (stereo not given)	·	-34%	-2	·	·	?	·
CCOC(=O)C1CCN(c2c(C(=O)c3ccc(OCC)cc3)cnc3ccc(OC)cc23)CC1	?	·	-33*	?	·	·	·
O=C(Nc1ccccc1)N1CCN(C(=O)c2nc3cccnc3n(CCc3ccccc3)c2=O)CC1	-4%	?	9	-4%	-7%	-22%	·
Cc1cc(=O)n2nc(N3CCC(C(=O)NCc4ccccc4Cl)CC3)sc2n1	-16%	·	-12	3%	·	·	·
Cc1cn2nc(C(=O)Nc3ccc(C(=O)N4CCCC4)cc3)cc2c(=O)[nH]1	4%	?	3	8%	i	?	7.9µM*
Cc1ccc(N2CCC(NS(=O)(=O)C3CC3)C2=O)cc1C (stereo not given)	12%	-17%	-8	-8%	i	-4%	-16%
Cc1ccc(Cc2c(C)nc3c(C(=O)N4CCC(Cc5nncn5CC5CC5)CC4)cnn3c2C)cc1	-22%	?	13	2%	2%	?	3%
CCOc1ccccc1C(=O)N1CCc2[nH]nc(-c3ccc(F)c(F)c3)c2C1	-17%	?	2	?	?	?	-10%
COc1ccc(C2Cn3nnc(C(=O)N4CCN(C(=O)c5ccc(F)cc5Cl)CC4)c3CO2)cc1 (stereo not given)	?	-26%	5	-26%	-6%	?	-2%
O=C1CCCCC(Cc2ccccc2)(C(=O)NC2CCS(=O)(=O)C2)N1 (stereo not given)	10%	0%	0	-12%	i	-2%	-7%
O=C1NC(=NC2CCCC2)C2(CCN(Cc3ccccc3)CC2)N1c1cc(F)cc(F)c1	-1%	-13%	1	-1%	i	-28%	·

Three compounds already listed, arranged by formula weight, high to low:
SMILES	SNCA expr inhib	3T3 cytotox	IP6K1 inhibitor	HEK293 viab	GPT2 inhibitor	HEK293 tox	FLuc inh
Cc1cc(=O)n2nc(N3CCC(C(=O)NCc4ccccc4Cl)CC3)sc2n1	-16%	·	-12	3%	·	·	·
O=C1CCCCC(Cc2ccccc2)(C(=O)NC2CCS(=O)(=O)C2)N1 (stereo not given)	10%	0%	0	-12%	i	-2%	-7%
Cc1ccc(N2CCC(NS(=O)(=O)C3CC3)C2=O)cc1C (stereo not given)	12%	-17%	-8	-8%	i	-4%	-16%

These rows are one share of the data; count on the stated rates, not on these rows.
